# Tb PGK inh: qHTS Assay to Find Inhibitors of Phosphoglycerate Kinase | Phosphoglycerate kinase, glycosomal (Trypanosoma brucei brucei), P07378 | PGK/GAPDH coupled, Kinase-Glo luminescence, 60 min | Potency, µM (highest dose often 57.5 µM), without a hit: at the top dose activity change, negative = inhibition, hits mostly inhibitors | 380,000 compounds, 0.043% hits | AID 602233, 2012; also: potency is read from the fitted curve at half-maximal effect; % is scaled to controls: 0 for no effect and ±100 for the full control effect; nearly all actives have a fitted effect of over 60% in size
#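 Recombinant glycosomal PGK reaction used 1,3-bisphosphoglycerate generated in-well by GAPDH (100nM final) in 100mM TEA pH 7.6, 5mM MgCl2, 0.01% Tween-20. After 60 minutes at room temperature, ATP was read by Kinase-Glo Plus luminescence end-point.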
# TrxR1 inh: qHTS Assay for Inhibitors of Mammalian Selenoprotein Thioredoxin Reductase 1 (TrxR1): qHTS. AID 588453, 2011. Potency, µM (highest dose often 114 µM), for inactives: top-dose activity change, negative = inhibition, usual class: inhibitors. Thioredoxin reductase 1, cytoplasmic (Rattus norvegicus), O89049. recombinant rTrxR1, NADPH fluorescence consumption, selenite substrate. 390,000 compounds, 1% hits; also: potency is read from the fitted curve at half-maximal effect; % is scaled to controls: 0 for no effect and ±100 for the full control effect; nearly all actives have a fitted effect of over 65% in size
#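 Rat TrxR1 (90 nM in the dispensed reagent) was pre-reduced with 400 uM NADPH for 5 min at room temperature, then incubated with compound for 15 min. After 400 uM selenite was added, NADPH fluorescence (Ex 340/Em 450 nm) was followed for 8 min.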
# IDH1 R132H inh: qHTS for Inhibitors of mutant isocitrate dehydrogenase 1 (IDH1): qHTS. IDH1-R132H enzyme, NADPH consumption, diaphorase/resazurin fluorescence. Potency, µM (highest dose often 76.6 µM), for the others: at the highest dose activity change, negative = inhibition, actives largely listed as inhibitors. Isocitrate dehydrogenase [NADP] cytoplasmic (Homo sapiens), O75874. AID 602179, 2012. 390,000 compounds, 0.093% hits; also: potency is read from the fitted curve at half-maximal effect; % is scaled to controls: 0 for no effect and ±100 for the full control effect; nearly all actives have a fitted effect of over 65% in size
#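 IDH1-R132H (0.5 ug/mL dispensed) in pH 7.5 Tris buffer was preincubated 30 min with compound, then given a substrate mix of 0.016 mM NADPH and 2 mM alpha-KG for 80 min at room temperature; remaining NADPH was read by diaphorase/resazurin fluorescence.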
# PI4K2A inh: qHTS for small molecular inhibitors of PI4K2A | Phosphatidylinositol 4-kinase type 2-alpha (Homo sapiens), Q9BTU6 | purified PI4K2A, ADP-Glo luminescence, 1 h; active compounds read low | activity change, negative = inhibition, % at 76.9 µM | 420,000 compounds, 0.13% hits | AID 1346378, 2018; in the data active = activity change below about -50%; inconclusive = mostly about -30% to -49%;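 also: -100% = wells without enzyme as full effect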
#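 ADP-Glo luminescence measured ADP generated by PI4K2A enzyme (4 ug/mL before mixing) with 1.2 mM PI substrate (pre-mix) and 300 microM ATP (pre-mix). Tris pH7.5 buffer with MgCl2, Triton X-100; 1 h reaction at ambient temperature.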
# Pin1 inh: qHTS Assay to Find Inhibitors of Pin1; Potency, µM (titrated, usually from 115 µM), for the others: top-dose activity, negative = inhibition, actives largely listed as inhibitors; Pin1 FP peptide displacement, HiFluor488, 10 min; Peptidyl-prolyl cis-trans isomerase NIMA-interacting 1 (Homo sapiens), Q13526; 390,000 compounds, 0.009% hits; active = well fitted inhibition curve with a large enough effect in the polarisation, with a control signal flat, not every such curve was filed as active; inconclusive = small, poorly fitted or top-dose-only effect, or effect the other way, or a change in a side signal; inactive = no such curve, though single readings can be large or run the other way; the % refers to the polarisation; also: potency is read from the fitted curve at half-maximal effect; % is scaled to controls: 0 for no effect and ±100 for the full control effect
# Target sequence (Q13526 whole entry, looked up): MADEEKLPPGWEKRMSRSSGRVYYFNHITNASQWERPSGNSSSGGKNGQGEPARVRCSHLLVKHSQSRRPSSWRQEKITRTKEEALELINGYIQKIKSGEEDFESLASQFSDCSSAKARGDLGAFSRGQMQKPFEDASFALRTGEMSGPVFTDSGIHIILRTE
# USP1 inh: Inhibitors of USP1/UAF1: Primary Screen; Potency, µM (doses to about 57.1 µM), for inactives: top-dose activity change, negative = inhibition, most hits filed as inhibitors; Ubiquitin carboxyl-terminal hydrolase 1 (Homo sapiens), O94782; recombinant USP1/UAF1, Ub-Rhodamine cleavage fluorescence; 390,000 compounds, 0.23% hits; also: potency is read from the fitted curve at half-maximal effect; % is scaled to controls: 0 for no effect and ±100 for the full control effect; nearly all actives have a fitted effect of over 60% in size; inactives centre near -12
#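 High-throughput fluorogenic screen: 1nM USP1/UAF1 complex, Ub-Rho substrate 150nM final, 50mM HEPES pH 7.8 with 0.5mM EDTA, 0.1 mg/ml BSA, 1mM TCEP and 0.01% Tween-20.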
# TrxR1 substrate: qHTS Assay for Substrates of Mammalian Selenoprotein Thioredoxin Reductase 1 (TrxR1): qHTS; Thioredoxin reductase 1, cytoplasmic (Rattus norvegicus), O89049; purified TrxR1 substrate turnover, NADPH consumption readout; Potency, µM (series often up to 114 µM), for the others: at the highest dose activity change, negative = substrate turnover; 390,000 compounds, 0.01% hits; also: potency is read from the fitted curve at half-maximal effect; % is scaled to controls: 0 for no effect and ±100 for the full control effect; nearly all actives have a fitted effect of over 50% in size
#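 Rat TrxR1, dispensed at 90 nM, was prereduced with 400 uM NADPH (final) for 5 min at ~22 deg C, then incubated with compound 15 min before 400 uM selenite. A first-read NADPH fluorescence drop versus no-compound background flagged substrates.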
# HP1b binding inh: HTS for Inhibitors of HP1-beta Chromodomain Interactions with Methylated Histone Tails | Chromobox protein homolog 1 (Homo sapiens), P83916 | AlphaScreen HP1-beta / biotin-H3K9me3 peptide binding | Potency, µM (top dose mostly 114 µM), for inactives: top-dose activity change, negative = inhibition, hits mostly inhibitors | 390,000 compounds, 0.56% hits; also: potency is read from the fitted curve at half-maximal effect; nearly all actives have a fitted effect of over 70% in size; inactives centre near 23
# Target sequence (P83916 whole entry, looked up): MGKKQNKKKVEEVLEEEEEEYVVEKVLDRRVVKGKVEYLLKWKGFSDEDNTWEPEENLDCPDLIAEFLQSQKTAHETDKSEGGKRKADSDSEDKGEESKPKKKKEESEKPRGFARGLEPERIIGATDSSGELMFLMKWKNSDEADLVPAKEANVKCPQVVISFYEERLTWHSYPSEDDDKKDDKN
#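 AlphaScreen: HP1-beta (50 nM) preformed 30 min with biotin-H3(1-18)K9me3 peptide (50 nM) in PBS pH 7.4, 0.01% Tween-20. Compound added for 30 min at RT, then streptavidin donor/nickel chelate acceptor beads (10 ug/mL) for 30 min.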
# GLS inh: qHTS for Inhibitors of Glutaminase (GLS). Glutaminase kidney isoform, mitochondrial (Homo sapiens), O94925. 410,000 compounds, 0.21% hits. GLS enzymatic activity, qHTS titration. Potency, µM (highest dose often 45.5 µM), without a hit: at the top dose activity change, negative = inhibition, most hits filed as inhibitors; also: potency is read from the fitted curve at half-maximal effect; % is scaled to controls: 0 for no effect and ±100 for the full control effect
# Target sequence (O94925 whole entry, looked up, canonical isoform): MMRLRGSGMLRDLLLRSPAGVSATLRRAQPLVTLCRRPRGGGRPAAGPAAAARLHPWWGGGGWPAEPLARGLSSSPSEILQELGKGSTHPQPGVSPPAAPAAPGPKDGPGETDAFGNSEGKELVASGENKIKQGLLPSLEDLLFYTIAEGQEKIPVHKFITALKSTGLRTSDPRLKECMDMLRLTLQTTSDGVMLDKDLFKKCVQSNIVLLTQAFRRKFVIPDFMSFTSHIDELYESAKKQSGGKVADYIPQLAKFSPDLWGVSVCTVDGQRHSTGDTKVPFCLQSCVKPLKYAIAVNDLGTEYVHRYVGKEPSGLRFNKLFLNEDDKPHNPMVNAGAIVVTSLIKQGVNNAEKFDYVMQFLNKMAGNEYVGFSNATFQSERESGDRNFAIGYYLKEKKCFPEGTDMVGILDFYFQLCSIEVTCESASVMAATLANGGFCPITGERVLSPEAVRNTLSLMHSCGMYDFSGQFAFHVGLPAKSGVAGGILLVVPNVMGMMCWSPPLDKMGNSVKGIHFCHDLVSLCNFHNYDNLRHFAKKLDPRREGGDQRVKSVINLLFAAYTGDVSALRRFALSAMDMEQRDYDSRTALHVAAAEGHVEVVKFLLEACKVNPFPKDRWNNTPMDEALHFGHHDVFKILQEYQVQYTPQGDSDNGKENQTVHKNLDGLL
#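 hKGA in 45 mM KH2PO4 (pH 8.2), 0.02% Tween-20 with compound, then 1mM L-Glutamine (stock as added) plus glutamate oxidase/HRP/Amplex red coupling mix. Fluorescence read initially and after 30 min at RT; signal change reflects glutamate formation.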
# An asterisk follows results filed as active; i = inactive; ? = inconclusive; · = no result given; & = joins results of further samples; [ ] = remark or other dose. Unless noted, calls follow the shape of the dose curve; as a rule, active = well fitted curve in the direction sought with a large enough effect; inconclusive = small, poorly fitted or top-dose-only effect, or another doubt; inactive = no such curve, though single readings can be large; an effect the other way counts as inactive or inconclusive. The list is partial; the hit share may differ from the screen's.
SMILES,Tb PGK inh,TrxR1 inh,IDH1 R132H inh,PI4K2A inh,Pin1 inh,USP1 inh,TrxR1 substrate,HP1b binding inh,GLS inh
COc1ccc(NS(=O)(=O)c2ccc(NS(=O)(=O)c3cccc(C(=O)O)c3)cc2)cc1,-7%,36%[57.1 µM],-6%,-4,-10%,-5%,11%[57.1 µM],16%,-11%
Cc1ccccc1-c1noc(C2CCCCC2)n1,i,4%,5%,0,0%,-15%,-4%,162%[activator],-2%
CCCCN(CCCC)CCNC(=O)c1cn(CC)c2ccc(S(=O)(=O)N3CCc4ccccc4C3)cc2c1=O,-7%,1%&-7%,1%&5%,-6&4,0%&-4%,-12%&-18%,-9%&-18%,-4%[57 µM],23%&-14%
COc1cc(C(=O)Nc2cccc(C)c2C)ccc1OCC(=O)N1CCOCC1,-1%,32%[activator],3%,0,-6%,-13%,3%,18%,-5%
O=C(NCc1ccco1)c1cc2ccccc2c(=O)o1,-12%,?,2%,-4,?,-11%,-14%,13%,-8%
COc1cc(OC)cc(C(=O)N[C@H](C(=O)NC23CC4CC(CC(C4)C2)C3)C(C)C)c1,-2%,13%,5%,5,1%,-8%,-5%,22%,-24%
Cc1ccc(S(=O)(=O)N(C)c2ccccc2C(=O)N2CCOCC2)cc1,-7%,-13%,2%,3,-4%,-6%,-13%,20%,2%
CCN(CC(=O)NC1CCS(=O)(=O)C1)C(=O)C(c1ccccc1)c1ccccc1 (centres undefined),-2%,19%,0%,-2,-7%,-9%,6%,21%,3%
Nc1cc2c(cc1[N+](=O)[O-])OCO2,-14%,-10%,0%,-9,?,-26%,-9%,-12%,-6%
COc1ccc(OCC(=O)Nc2ccc(N3CCOCC3)cc2)c([N+](=O)[O-])c1,-10%,-15%,1%,1,-2%,-22%,-5%,10%,-1%
CC(=O)NCCC1CCN(C(=O)c2cc(COc3ccc(C)nc3)on2)CC1,11%,31%,1%,-11,2%,-16%,6%,26%,0%
O=C(Nc1ccc(Oc2ccc(S(=O)(=O)N3CCOCC3)cn2)cc1)c1ccco1,17%,2%,1%,2,6%,-7%,2%,19%,2%
Oc1ccc(-n2cnnn2)cc1,-2%,12%[57.1 µM],3%,-5,2%,-8%,9%[57.1 µM],57%,3%
Cn1ccnc1SCC(=O)NC1CC1,0%,11%[57.1 µM],-1%,11,-2%,-3%,11%[57.1 µM],27%,3%
Cc1cccc(N2CCN(S(=O)(=O)c3ccc(-c4cc(C)no4)s3)CC2C)c1 (centres undefined),1%,20%,11%,1,-1%,-7%,4%,29%,-2%
Cc1ccc(C(=O)Nc2ccc(NC(=O)c3ccc(C)o3)cc2)o1,7%,-17%[57.1 µM],-3%,-6,-2%,-2%,-11%[57.1 µM],7%,6%
COc1ccc(OC)c(NC(=O)c2cnc(N3CCCCC3)c3ccccc23)c1,-10%,29%[57.1 µM],14%,1,12%,-18%,2%[57.1 µM],25%[57 µM],3%
c1ccc(OCc2nc(-c3ccncc3)no2)cc1,-4%,8%,1%,1,-3%,-9%,7%[57.1 µM],18%,5%
CCOC(=O)c1nc(-c2ccccc2)sc1C(C)=O,1%,2%[57.1 µM],-2%,-7,3%,5%,-5%[57.1 µM],18%,2%
Cc1ccc(P(=O)(OCCN2CCOCC2)C(C)(C)C)o1 (centres undefined),·,17%,3%,7,-9%,-12%,6%,21%,1%
CCCCc1ccc(Nc2ncnc3nc[nH]c23)cc1,6%,-2%,2%,-12,?,-11%,-4%,41%[activator],1%
CCC(C)Oc1ccccc1C1CC(=O)NC2=C1C(=O)CCC2 (centres undefined),-6%,19%[57.1 µM],8%,7,-2%,-9%,4%,36%,2%
O=C(C1=C(O)/C(=C/c2ccc(O)cc2)CCC1)C(F)(F)F,4%,-46%,-9%,-3,10%,?,2%[57.1 µM],25%,1%
Cc1csc(NC(=O)CSc2ncnc3ccccc23)n1,-5%,-14%,5%,-2,-3%,-20%,-14%,25%,-4%
CC(=O)Nc1nc(-c2ccc3c(c2)CC(C)N3C(=O)C2CC2)c(C)s1 (centres undefined),-2%,6%,0%,2,1%,-24%,-1%,?,7%
CCC(C)n1c(S(=O)(=O)O)nc2ccccc21 (centres undefined),-11%,17%,-1%,-2,-1%,-8%,10%,33%,-4%
Cc1ccc(S(=O)(=O)N2CCCOC2)cc1,i,18%[57.1 µM],0%,-2,1%,?,5%,4%,-2%
Cn1nnnc1SCC(=O)Nc1ccccc1N1CCOCC1,1%,?,1%,5,-2%,-19%,0%[11.4 µM],66%[activator],-2%
CCCOC(=O)c1cccc(Nc2nc(C(=O)OCC)nc3ccccc23)c1,·,-1%,·,-2,31%[activator],-19%,-5%,29%,6%
O=C(CSc1nnc2ccccn12)Nc1ccccc1[N+](=O)[O-],-6%,·,-2%,-2,·,-20%,·,·,3%
Cc1cc(C)cc(NC(=O)Cn2nnc(C(=O)NCc3ccc(F)cc3)c2N)c1,0%,31%,-3%,-6,7%,-10%,-3%,3%,?
Cc1ccc(C)c(OCCNc2ccc([N+](=O)[O-])cn2)c1,-12%,16%,-6%,0,?,-19%,-6%,30%,0%
C=CCOn1c(=O)c(C)[n+]([O-])c2ccccc21,1%,16%[57.1 µM],3%,-1,-4%,-14%,18%[57.1 µM],32%,4%
OCc1cc(Br)ccc1OCc1nc2ccccc2s1,i,45%[activator][57.1 µM],4%,15,16%,-20%,-10%[57.1 µM],25%,-7%
CC(=O)c1ccc(N2CCN(C(=O)c3cccc(Oc4ccccc4)c3)CC2)cc1,i,17%[57.1 µM],6%,-18,7%,-14%,-21%[57.1 µM],22%,1%
O=C(NCCOc1ccccc1)c1ccc2c(c1)OCO2,-8%,5%,2%,-9,-2%,-10%,8%,18%,2%
Cc1[nH]n(-c2ccccc2)c(=O)c1-c1ccccc1,i,-1%,7%,1,-8%,-19%,-3%,-11%,7%
O=c1ccn(CCc2c[nH]c3ccccc23)c2c1CCCC2,0%,22%[57.1 µM],12%,-6,3%,-6%,8%[57.1 µM],10%,-8%
O=C1C(C=NCc2ccccn2)=C(O)c2ccccc21,·,2%,8%,-10,-1%,-3%,-2%,21%,0%
CCN(CC)c1ccc(/C=N/N(c2ccccc2)c2ccccc2)c(O)c1,i,-12%,-1%,0,20%,-12%,-17%,?,19%
Cc1nn(C)c2c1c(C(F)(F)F)cc(=O)n2CC(=O)NCCC(C)C,9%,0%[57.1 µM],-5%,-2,0%,-17%,13%[57.1 µM],21%,-1%
CCOc1ccc(CCNC(=O)c2c(C)oc3ncnc(N4CCOCC4)c23)cc1,6%,8%,-2%,-1,0%,-2%,2%,38%,7%
CN(Cc1ccccc1)C(=O)CN(C)S(=O)(=O)c1ccc(F)cc1,-2%,32%,9%,2,-2%,-23%,8%,9%,-7%
NC(=O)c1c(NC(=O)CN2CCOCC2)sc2c1CCC2,0%,?,6%,-2,-3%,-11%,9%[57.1 µM],42%[activator],5%
CCCCc1c(O)nc(N2CCN(Cc3ccccc3)CC2)[nH]c1=O,0%,8%,5%,7,-7%,-21%,5%,10%,5%
COc1ccc(NC(=O)CSc2nccn2Cc2ccco2)cc1,-4%,7%,4%,-6,-1%,-5%,0%,-10%,9%
CSc1nc(N2CCOCC2)nc2ccc(C)cc12,-2%,42%,7%,4,2%,-27%,36%[activator][57.1 µM],130%[activator],-5%
Cc1ccc2c(c1)C1OCCC1C1N2C(=O)C2C(C(=O)O)C3C=CC21O3 (centres undefined),-12%,4%,-3%,-6,9%,?,9%,3%,-15%
CCNC(=S)Nc1ccc(Cl)cc1,-1%,-24%,4%,6,?,-8%,-3%,36%,3%
Nc1ccc(Oc2ccc(F)cc2)nc1,1%,24%,-11%,-1,?,-18%,10%,32%,7%
CCOC(=O)c1ccc(CNC(=O)CSc2nc(NC(=O)c3ccccc3)c3c(C)c(C)oc3n2)cc1,i,30%[57.1 µM],2%,6,40%[activator],-17%,9%[57.1 µM],40%[activator],-5%

# Screening results from PubChem BioAssay.
